# Screening data deposited in PubChem by National Center for Advancing Translational Sciences (NCATS).
# SNCA expr inhib – Primary qHTS assay for inhibitors of alpha-synuclein gene (SNCA) expression | Potency, µM (series often up to 57.2 µM), for the others: at the highest dose activity change, negative = inhibition, actives largely listed as inhibitors | HEK-293 SNCA-luciferase knock-in, luminescence, 24 h | AID 1671194, 2021 | 140,000 compounds, 0.17% hits;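 note: potency is the fitted concentration of half-maximal effect; plate controls were DMSO cells for no effect and cell-free wells for full effect; nearly all actives have a fitted effect of over 45% in size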
# HEK293 viab – GF-AFC viability counterscreen for inhibitors of alpha-synuclein gene (SNCA) expression; HEK-293-SNCA-luc viability, GF-AFC fluorescence, 24 h; AID 1671193, 2021; 150,000 compounds, 0.12% hits; Potency, µM (series often up to 57.1 µM), without a hit: at the highest dose activity change, negative = cytotoxicity, hits mostly cytotoxic;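 note: potency is the fitted concentration of half-maximal effect; 0% = DMSO-treated cells and -100% = medium-only wells without cells; nearly all actives have a fitted effect of over 30% in size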
#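 Cytotoxicity counterscreen: after 24 h compound treatment of genome-edited SNCA-luciferase HEK-293 cells, live-cell protease substrate GF-AFC read by fluorescence after 30 min; activity scaled between DMSO (0%) and medium-only (-100%), curves Hill-fitted.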
# GPT2 inh – Primary qHTS assay for inhibitors of Glutamate pyruvate transaminase 2 (GPT2); Recombinant GPT2, coupled pyruvate oxidase/HRP Amplex Red fluorescence; Potency, µM (highest dose often 57.7 µM), for the others: at the highest dose activity change, negative = inhibition, most hits filed as inhibitors; 100,000 compounds, 0.25% hits; AID 1671188, 2021; note: potency is the fitted concentration of half-maximal effect; nearly all actives have a fitted effect of over 60% in size; many of its hits are not listed in these tables
# Target sequence (Q8TD30 whole entry, looked up): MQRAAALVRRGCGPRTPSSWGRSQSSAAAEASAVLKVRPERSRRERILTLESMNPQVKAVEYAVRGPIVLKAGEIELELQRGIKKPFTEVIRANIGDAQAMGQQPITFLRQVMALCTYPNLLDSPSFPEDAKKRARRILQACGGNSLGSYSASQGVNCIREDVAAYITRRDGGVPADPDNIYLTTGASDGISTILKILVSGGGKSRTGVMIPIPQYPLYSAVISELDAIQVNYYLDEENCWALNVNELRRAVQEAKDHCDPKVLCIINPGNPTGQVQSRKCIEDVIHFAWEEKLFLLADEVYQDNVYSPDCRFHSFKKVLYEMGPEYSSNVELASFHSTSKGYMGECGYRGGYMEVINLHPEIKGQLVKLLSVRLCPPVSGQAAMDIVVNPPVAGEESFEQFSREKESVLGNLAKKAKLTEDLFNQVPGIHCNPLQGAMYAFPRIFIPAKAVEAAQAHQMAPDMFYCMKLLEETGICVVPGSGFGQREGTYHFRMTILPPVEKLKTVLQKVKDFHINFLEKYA
#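 GPT2 10ng/uL, a-KG 250uM, L-Ala 2mM, HEPES pH7.5 + 0.0001% Tween; 30 min RT. Then Amplex mix (PO/HRP/ThPP), 30 min RT dark, fluorescence. AOA 50uM used as positive control.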
# NIH3T3 tox – Cytotoxic Profiling in NIH 3T3 Cell Line of Diverse Libraries Using Quantitative High-Throughput Screening. 94,000 compounds, 4.3% hits. NIH 3T3 viability, CellTiter-Glo ATP luminescence, 48-72 h. Potency, µM (series often up to 96.7 µM), for the others: top-dose activity change, negative = cytotoxicity, actives largely listed as inhibitors. AID 1345082, 2018; note: potency is the fitted concentration of half-maximal effect; nearly all actives have a fitted effect of over 55% in size
#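 NIH 3T3 cells at 400 cells/well received 23 nL of compound by pintool and were incubated 48 or 72 h at 37 °C. Viability was read as ATP-coupled CellTiter-Glo luminescence.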
# HEK cytotox – Cytotoxic Profiling in HEK 293 Cell Line of Diverse Libraries Using Quantitative High-Throughput Screening; HEK 293 viability, ATP luminescence (CellTiter-Glo), 48-72 h; Potency, µM (doses to about 115 µM), for the others: top-dose activity change, negative = cytotoxicity, actives largely listed as inhibitors; 94,000 compounds, 6.6% hits; note: potency is the fitted concentration of half-maximal effect; nearly all actives have a fitted effect of over 60% in size
#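 HEK 293 seeded at 250 cells/well receive compound via pintool. After 48 or 72 hr at 37 degree Celsius, 5% CO2 and 95% humidity, CellTiter-Glo is dispensed and luminescence read following 10 min at room temperature.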
# FLuc inh – Firefly luciferase inhibition profiling of diverse chemical library using quantitative high-throughput screening. purified P. pyralis luciferase, luminescence, biochemical. Potency, µM (doses to about 115 µM), without a hit: top-dose activity change, negative = inhibition, hits mostly inhibitors. 76,000 compounds, 2.5% hits; note: potency is the fitted concentration of half-maximal effect; nearly all actives have a fitted effect of over 65% in size
#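 Luminescence read by CCD imaging after purified firefly luciferase (10nM final) was added to substrate buffer holding 10uM D-luciferin and 10uM ATP, pH 7.5, pre-dosed with compound.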
# IP6K1 inhibitor – Primary qHTS assay for small molecule inhibitors of Inositol hexaphosphate kinase 1 (IP6K1); Inositol hexakisphosphate kinase 1 (Homo sapiens), Q92551; IP6K1 kinase, ADP-Glo luminescence, 2 h; active compounds read low; activity change, % (series mostly up to about 58 µM); 140,000 compounds, 0.81% hits; AID 1645851, 2021; in the data active = activity change below about -25%
# Target sequence (Q92551 whole entry, looked up): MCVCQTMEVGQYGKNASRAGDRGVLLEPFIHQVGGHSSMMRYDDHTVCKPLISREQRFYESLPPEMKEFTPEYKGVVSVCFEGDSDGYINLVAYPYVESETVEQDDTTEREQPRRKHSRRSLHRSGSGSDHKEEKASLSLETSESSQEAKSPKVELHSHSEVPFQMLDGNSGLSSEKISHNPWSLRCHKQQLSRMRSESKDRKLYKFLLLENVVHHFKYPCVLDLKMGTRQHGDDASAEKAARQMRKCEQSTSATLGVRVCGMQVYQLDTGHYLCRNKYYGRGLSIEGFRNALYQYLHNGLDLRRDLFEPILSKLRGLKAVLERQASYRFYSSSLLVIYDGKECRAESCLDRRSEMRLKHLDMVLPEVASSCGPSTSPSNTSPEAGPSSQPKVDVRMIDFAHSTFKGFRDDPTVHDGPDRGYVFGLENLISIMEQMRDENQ
#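 ADP-Glo luminescence measures ADP made by human IP6K1 during a 2 h RT reaction with ATP/IP6 (mix at 1.3 mM/130 uM); top library doses 57.5 and 19.1 uM final.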
# The depositor's hits bear a star; i = inactive; ? = inconclusive; nt = no result given; & = joins results of further samples; [ ] = remark or other dose. Unless noted, calls come from the whole dose curve; as a rule, active = well fitted curve in the direction sought with a large enough effect; inconclusive = small, poorly fitted or top-dose-only effect, or another doubt; inactive = no such curve, though single readings can be large; an effect the other way counts as inactive or inconclusive. Unless noted, % is set by controls: 0 for no effect and ±100 for the full control effect. Not all compounds are listed. The share of hits here may be higher or lower than overall.
SMILES,SNCA expr inhib,HEK293 viab,GPT2 inh,NIH3T3 tox,HEK cytotox,FLuc inh,IP6K1 inhibitor
Cc1ccc(NC(=O)Nc2ccc(C)n(CC(=O)Nc3ccccc3)c2=O)cc1,88%[activator],12%,-18%,i,8%,0.79µM*,-1
Cc1ccc(OCC(=O)Nc2c(C(=O)c3ccccc3)oc3ccccc23)cc1C,-9%,-3%,nt,nt,nt,nt,-7
CC(=O)O[C@@H]1CC2C(C)(C)C(=O)C=C[C@]2(C)C2CC[C@@]3(C)[C@H](c4ccoc4)OC(=O)[C@H]4O[C@]43[C@@]21C (stereo not given in full),nt,?,-1%[27.3 µM],nt,nt,nt,11
COC(=O)c1cccc(COCC2=CC(C)(C)COc3ccc(OC)cc32)c1,nt,nt,nt,?,28µM*,nt,1
COC(=O)c1ccc(CN2C(=O)[C@@H]3C[C@@H](O)CN3C3(CN(Cc4cccc(F)c4)C3)C2=O)cc1,-27%,-2%,-27%,i,1%,6%,-8
COc1cc(C(C)=O)ccc1OCCCN1CCC(c2noc3cc(F)ccc23)CC1,-22%[25.6 µM],-14%[23.9 µM],-8%,nt,nt,nt,22
CC(=O)N1CCCC2(Cc3ccccc3CN2S(=O)(=O)c2ccccc2)C1 (stereo not given),-20%,-9%,i,1%,i,nt,-1
Cn1cc(CN2C[C@@H](F)[C@@H](OCc3nc4ccccc4n3C)C2)c2ccccc21,8%[87.6 µM],0%[87.6 µM],3%[88.5 µM],?,?,-8%[172 µM],-6
O=C(NCCc1nc(-c2cccnc2)n[nH]1)C1CNCCO1 (stereo not given),1%,-3%,2%,i,-1%,8%,-8
CCOc1ccc(-c2cc3c(=O)n(CCNC(=O)c4cccc5[nH]ccc45)ccn3n2)cc1,88%[activator],-15%,-12%,28µM*,22µM*,7.9µM*,-1
COCCCNC(=O)C(NC(=O)c1ccccc1C)C1CCN(C(=O)c2ccc(F)cc2)CC1 (stereo not given),1%,-14%,i,3%,0%,3%,-11
Cc1ccccc1CC(=O)N1CC(F)(F)C[C@H]1c1nnc(C2CC2)o1,5%,7%,?,-9%,0%,-15%,5
COc1ccccc1C(=O)N1CCC2(CC1)CN[S+](=O)([O-])c1cccnc1O2,-23%,-1%,i,-6%,i,nt,17
CCS(=O)(=O)N1CCCCCCN(C)C(=O)CC1,-16%,3%,i,-3%,i,3%,-14
O=C(CSc1nccn1Cc1ccco1)Nc1cccc(F)c1,48%[activator],4%,nt,nt,nt,nt,10
[Li+],0%,-5%,i,nt,nt,nt,nt
COc1ccc(-c2nnc(SCC(=O)Nc3cc(OC)ccc3OC)nc2-c2ccc(OC)cc2)cc1,42%[activator],0%,nt,nt,nt,nt,-14
O=C(NCc1nc2ccccc2[nH]1)c1c(F)cccc1F,-12%,-3%,nt,nt,nt,nt,8
Cn1nc(NC(=O)Cc2c[nH]c(=O)[nH]c2=O)c2c(N3CCOCC3)cccc21,12%,0%,?,-1%,-26%,-7%,-12
C[S+](=O)([O-])NC1CCN(c2nc3ncccc3o2)CC1,?,18%&-2%[87.6 µM],3%[88.5 µM],-3%&-7%[138 µM],-10%[172 µM],-5%&-9%[172 µM],-12&1
Nc1ccc2ncnc(N3CCCCC3)c2c1,?,-12%,2%,?,?,-8%,4
CS(=O)(=O)Nc1ccc(C2(C(=O)NCC3CCCCC3)CCCCC2)cc1,-10%,-11%,-9%,-12%,?,2%,14
COc1cccc(-n2cc(CN(C)c3ncncn3)cn2)c1,33%[activator],-2%,0%[11.5 µM],-27%,-17%,13µM*,-16
CCOc1ccccc1NC(=O)N1CCC(N2C(=O)C(OC)C23CCOCC3)CC1 (stereo not given),23%,8%,i,5%,-1%,-4%,-3
CC1=C(COC2OC(CO)C(O)C(O)C2O)C(C(CO)C(=O)O)CC1 (stereo not given),nt,0%,?,nt,nt,nt,5

# Four of the compounds above, with bars between the fields.
Molecule | SNCA expr inhib | HEK293 viab | GPT2 inh | NIH3T3 tox | HEK cytotox | FLuc inh | IP6K1 inhibitor
CCS(=O)(=O)N1CCCCCCN(C)C(=O)CC1 | -16% | 3% | i | -3% | i | 3% | -14
O=C(CSc1nccn1Cc1ccco1)Nc1cccc(F)c1 | 48%[activator] | 4% | nt | nt | nt | nt | 10
[Li+] | 0% | -5% | i | nt | nt | nt | nt
COc1ccc(-c2nnc(SCC(=O)Nc3cc(OC)ccc3OC)nc2-c2ccc(OC)cc2)cc1 | 42%[activator] | 0% | nt | nt | nt | nt | -14

# Following part.
SMILES,SNCA expr inhib,HEK293 viab,GPT2 inh,NIH3T3 tox,HEK cytotox,FLuc inh,IP6K1 inhibitor
NS(=O)(=O)CCCC(=O)N1CCC(Cc2cccc(C(=O)O)c2)C1 (stereo not given),9%,2%,2%,-3%,i,5%,-5
O=C(NC1CCCc2c1[nH]c1c(Cl)cccc21)c1ccncc1 (stereo not given),-11%,11%,-7%,-22%,-27%,-9%,5
CCOc1ccccc1C(=O)NCC(c1ccc(N(C)C)cc1)N1CCc2ccccc21 (stereo not given),11%,-5%,nt,nt,nt,nt,-5
CC(C)Sc1nc2sc3c(c2c(=O)n1Cc1ccccc1)CCCC3,-8%,-4%,nt,nt,nt,nt,11
O=C(NCc1ccc2c(c1)OCO2)c1ccc2c(c1)N(Cc1ccccc1F)C(=O)c1ccccc1S2,-3%,5%,nt,nt,nt,nt,6
CN1CCC(C(=O)N2CCN(C3CCNCC3)C(=O)C2)CC1,0%,-7%,2%,-23%,-17%,nt,16
CN(Cc1cc(C2CC2)on1)Cc1nnc(C2CC(N)C2)n1C1CC1 (stereo not given),47%[activator],-7%,?,3%,2%,0%,21
Cc1ccc(NC(=O)c2cc(-c3ccc[nH]3)n[nH]2)cc1F,51%[activator],6%,i,?,?,8.9µM*,-5
O=C(NC1CCCc2c1[nH]c1c(Cl)cccc21)c1ccco1 (stereo not given),?,-11%,-7%,?,45µM*,-5%,4
COCCN1CC(CO)C2(CCN(Cc3c[nH]c4ccccc34)CC2)C1 (stereo not given),-23%,-9%,i,-15%,-9%,15%,-14
CC1(C)[C@H](Cc2cc(CN3CCCCC3)on2)C[C@@H]1NCc1ccccn1,-12%[87.6 µM],?,2%[88.5 µM],112µM*,?,-2%[172 µM],4
COc1ccc(CNC(=O)COc2ccc(-c3nnc4n3CCCC4)cc2)cc1,-3%,3%,-4%,4%,5%,0%,3
CCC(C)[C@H](N)c1nnc(SCc2ccc(Cl)c(Cl)c2)o1 (stereo not given in full),-2%,-6%,nt,nt,nt,nt,2
COc1cccc(N2C(=O)NC(=NC3CCCCC3)C23CCN(Cc2ccsc2)C3)c1 (stereo not given),?,?,i,-17%,-14%,nt,1
Cc1cc2c(-c3cccc(S(C)(=O)=O)c3)nc(-c3c(C)noc3C)cc2[nH]1,79%[activator][87.6 µM],-25%[87.6 µM],-10%[88.5 µM],8.9µM*,?,-6%[172 µM],-18
CO[C@H]1C[C@@H](O)C12CCN(C(=O)CCc1ccc(-c3cccs3)o1)CC2,-33%,?,i,?,25µM*,-12%,-12
O=C(C1CCCC1)N1CCC(N2C(=O)C(O)C23CCCCC3)CC1 (stereo not given),30%[activator],-2%,-2%,-5%,-4%,3%,-11
O=C(Nc1cc(-c2nc3cc(Cl)ccc3o2)ccc1Cl)c1cccs1,-4%,2%,nt,nt,nt,nt,-6
CN1CCC2(C1)CN(Cc1ccccc1)c1ccc(C(=O)NC3CCC(O)CC3)cc12 (stereo not given),5%[87.6 µM],0%[87.6 µM],-2%[88.5 µM],-17%[138 µM],?,-11%[172 µM],10
COc1ccc(Nc2cnc3ccc(-c4ccccc4)nn23)cc1OC,?,-14%[87.6 µM],?,?,63µM*,-6%[172 µM],-18
O=C1CC2(CCN(C(=O)C3CCCN(C(=O)Cc4cccc(Cl)c4)C3)CC2)Oc2ccccc2N1 (stereo not given),4%,-1%,i,?,?,nt,4
CN(Cc1ccco1)C(=O)c1ccc2c(c1)N(Cc1ccccc1F)C(=O)c1ccccc1S2,-21%,?,nt,nt,nt,nt,-12
COc1ccc(C(=O)N2CCN(c3nnc4ccccn34)CC2)cc1OC,-22%,-4%,i,-2%,-2%,-10%,8
O=C(NCc1ccccc1Cl)C1(c2ccc(Cl)cc2)CCOCC1,nt,nt,nt,-24%,?,nt,6
C[C@]12CC[C@H](O)CC1=CCN(Cc1cccc(OC(F)(F)F)c1)C2,nt,nt,nt,-25%,?,nt,19
# The list goes on.
SMILES,SNCA expr inhib,HEK293 viab,GPT2 inh,NIH3T3 tox,HEK cytotox,FLuc inh,IP6K1 inhibitor
COCc1nnc2n1CCC(NC(=O)CCc1c(C)noc1C)CC2 (stereo not given),1%,-2%,2%,-22%,-3%,-2%,4
Cc1ccc(-c2cnc([C@@H]3COCCN3C)[nH]2)cc1,69%[activator][87.6 µM],1%[87.6 µM],2%[88.5 µM],-27%[230 µM],-8%[230 µM],?,1
Cc1cccc(CNC(=O)c2c(C)noc2-c2ccc(OC(F)(F)F)cc2)c1,-14%,1%,i,-7%,i,0%,5
O=C(C1CC1)N1CCc2nc(-c3ccccc3)nc(-c3ccc(Cl)cc3)c2C1,17%,21%,i,-23%,-17%,-8%,31
CCOC(=O)c1cccc(Nc2cc(-c3ccccc3)ncn2)c1,21%,3%,nt,nt,nt,nt,-11
Cc1ccc(CN2CCOc3cc([S+](=O)([O-])N(C)C)ccc3C2)c(F)c1,-6%[87.6 µM],5%[87.6 µM],-12%[88.5 µM],?,?,-13%[172 µM],-5
CCn1c(=O)c2cc(C(=O)NCCc3cc(OC)ccc3OC)sc2c2ccccc21,8%,0%,nt,nt,nt,nt,1
CC(C)(C)OC(=O)N1CCC(c2c(C(=O)NCCN3CCCC3)cnn2-c2ccc(Cl)cc2)CC1,0%,-11%,nt,nt,nt,nt,19
COc1ccccc1-c1ccc2ncc(Nc3ccc(CN4CCN(C)CC4)cc3)n2n1,11%[87.6 µM],-16%[87.6 µM],?,25µM*,50µM*,-16%[172 µM],-2
Cc1noc(C)c1[S+](=O)([O-])N1CCN(C(=O)c2cccc(-c3ccccn3)c2)CC1,3%,-1%[12.5 µM],3%,-28%,?,nt,-1
COc1cccc(-c2cn3c(n2)N(C(=O)Cn2ccnc2)CCC3)c1,71%[activator],9%,-8%,-3%,?,-14%,2
COc1ccc(CNCCCSc2nnnn2C)c(OC)c1,-7%,4%,nt,nt,nt,nt,5
